# esBAF inh: inhibitors of esBAF chromatin remodeling in mouse ES cells. reporter increase, % at 12.5 µM. actives 2% (n = 350,000). Bmi1-luciferase knock-in reporter, 24 h; 100% = twice the neutral-well signal; in the data active = activation above about 40%; inconclusive = no clear call, values can overlap the other calls;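 note: 0% = median of the plate's neutral control wells and 100% = double that signal; a rise in the Bmi1 reporter signal indicates esBAF inhibition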
# RAD54 inh: inhibitors of human RAD54 branch migration. actives 0.14% (n = 360,000). inhibition, % at 10.4 µM. RAD54 Holliday junction branch migration, FAM/BHQ fluorescence. Q92698;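 active = mean normalized replicate activity at least 40 and at least half of replicates scoring 40 or more; inconclusive = only one of the two criteria met; inactive = mean below 40 and under half of replicates reaching 40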;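 note: 0% = median of neutral control wells and 100% = median of positive control wells; inhibitors cause a drop in the FAM fluorescence signal; in these data hits start at about 50%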
# Target sequence (Q92698 whole entry, looked up): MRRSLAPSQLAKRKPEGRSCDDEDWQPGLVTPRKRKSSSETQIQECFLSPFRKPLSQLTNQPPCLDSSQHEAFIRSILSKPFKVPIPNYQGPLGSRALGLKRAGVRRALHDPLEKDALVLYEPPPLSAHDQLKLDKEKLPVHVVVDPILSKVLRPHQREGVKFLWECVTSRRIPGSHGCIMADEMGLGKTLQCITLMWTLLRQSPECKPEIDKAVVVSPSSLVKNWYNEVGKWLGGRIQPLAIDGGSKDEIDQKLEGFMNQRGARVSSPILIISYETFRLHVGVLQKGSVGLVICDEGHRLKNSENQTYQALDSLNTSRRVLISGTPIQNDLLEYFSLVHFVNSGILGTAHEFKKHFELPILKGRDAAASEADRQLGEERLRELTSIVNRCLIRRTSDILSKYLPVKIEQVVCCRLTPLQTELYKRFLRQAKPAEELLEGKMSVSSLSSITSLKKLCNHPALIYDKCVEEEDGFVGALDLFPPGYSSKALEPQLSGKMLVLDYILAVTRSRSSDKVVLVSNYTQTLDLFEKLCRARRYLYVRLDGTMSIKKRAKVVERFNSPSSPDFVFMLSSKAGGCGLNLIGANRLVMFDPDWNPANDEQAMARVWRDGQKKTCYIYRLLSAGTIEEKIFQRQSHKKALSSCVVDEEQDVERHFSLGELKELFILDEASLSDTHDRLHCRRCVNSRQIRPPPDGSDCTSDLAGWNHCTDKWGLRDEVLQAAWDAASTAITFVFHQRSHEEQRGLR
# An asterisk follows results filed as active; ? = inconclusive.
# Values run as follows: esBAF inh	RAD54 inh
CC1Cc2cc(/C(O)=C3\C(=O)C(=O)N(Cc4cccnc4)C3c3ccccc3F)ccc2O1 (centres undefined)
  -4	-5
COC(=O)Cc1cc(=O)n2[nH]cnc2n1
  -10	6
CCc1nnc(NC(=O)c2ccc(-c3cccc(C(F)(F)F)c3)o2)s1
  -9	-13
Cn1cnnc1SCC(=O)Nc1ccc(Br)cc1F
  -1	13
O=C(CCc1nc2ccccc2c(=O)[nH]1)OCc1nnc(-c2ccccc2)o1
  2	1
Nn1c(SCC(=O)Nc2ccc(F)c(F)c2)nnc1C1CCCCC1
  1	-7
COc1cc2c(cc1OC)C1(NCC2)C(=O)Nc2ccccc21 (centres undefined)
  -6	-11
COCCOC(=O)C1=C(C)NC2=C(C(=O)CC(C)(C)C2)C1c1cc2c(cc1Br)OCO2 (centres undefined)
  4	14
CCOC(=O)/C(C#N)=C\c1ccc2c(c1)OCO2
  -7	-5
CCOc1ccc(C(=S)N2CCOCC2)cc1OC
  2	1
Clc1ccc(-c2ccc(SCc3ccccn3)nn2)cc1
  51*	-7
Cc1csc(NC(=O)CSc2nnc(CCNC(=O)c3ccc(Cl)c(Cl)c3)n2C)n1
  1	-2
O=C(N1CCOCC1)N1CCN(S(=O)(=O)N2CCOCC2)CC1
  0	-7
COCC(=O)N1CCCc2ccccc21
  -6	1
COc1cccc(/C(O)=C2/C(=O)C(=O)N(CCN3CCOCC3)C2c2cccnc2)c1 (centres undefined)
  8	-9
Cn1c(C(=O)N2CCN(c3nc4ccccc4s3)CC2)cc2sccc21
  11	-5
CC(C)n1c2ccccc2c2nc3ccccc3nc21
  3	-12
CCN1C(=O)C(NC(C)=O)c2cc(OC)ccc21 (centres undefined)
  -7	-10
CCOc1ccc(NC(=O)CN2CCN(S(=O)(=O)c3ccc(Cl)cc3)CC2)cc1
  5	-1
O=C1N/C(=N/NC(=O)c2cccc3ccccc23)S/C1=C\c1ccccc1OCc1ccccc1
  -8	0

# Records listed so far shown as hits in esBAF inh:
SMILES	esBAF inh
Clc1ccc(-c2ccc(SCc3ccccn3)nn2)cc1	51*

# New compounds follow
# Values run as follows: esBAF inh	RAD54 inh
CCOC(=O)c1[nH]cnc1C(=O)O
  0	8
CC1CN(S(=O)(=O)c2cccc(C(=O)OCc3cc(=O)oc4cc(O)ccc34)c2)CC(C)O1 (centres undefined)
  4	5
Cc1cccc(CC2CC(=O)N(c3ncccn3)C2=O)c1 (centres undefined)
  -9	-6
CCn1c(=O)n(CCOC)c(=O)c2c3c(sc21)CCCC3
  -7	-8
O=C(Oc1ccc(Cl)cc1)N1CCCCC1
  50*	6
Clc1ccc(-c2nnc(-c3ccccc3)nc2N2CCSCC2)cc1
  0	4
Nc1cc(=O)[nH]c(SCC(=O)N2CCc3ccccc3C2)n1
  -6	3
COc1ccc(C2C(C(C)=O)=C(O)C(=O)N2c2nccs2)cc1 (centres undefined)
  9	-7
CC(C)(C)C(=O)CC1(O)C(=O)N(Cc2ccc(Cl)cc2)c2ccccc21 (centres undefined)
  -3	-2
CCOC(=O)C1CCN(C(=O)c2ccccc2NC(C)=O)CC1
  3	5
O=C(CSc1nc2cc3c(cc2c(=O)n1CCC1=CCCCC1)OCO3)NCc1ccco1
  8	-1
O=C(NCCn1c(C(F)(F)F)nc2cc(C(F)(F)F)ccc21)[C@H]1CCCN1c1nc(CN2CCCCC2)cs1
  5	-2
c1ccc(N2CCN(c3nc4cc5c(cc4s3)OCCO5)CC2)cc1
  48*	-17
O=C(NC1CC1)c1cc(Cl)ccc1[N+](=O)[O-]
  -6	10
CC1C/C(=N/NC(=O)c2cccs2)CC(C)(C)C1 (centres undefined)
  24	-7
COc1cccc(-c2nc(-c3ccccc3)[nH]c(=O)c2C#N)c1
  -11	-4
Cc1c(C(=O)OC(C)C)nnn1-c1nonc1N
  1	-2
COC(=O)c1c(C)[nH]c(C(C)=O)c1C
  5	-7
CCOC(=O)c1c(CN2CCN(C)CC2)oc2ccc(OC)cc12
  -2	-3
O=c1nc(/C=C/c2cc([N+](=O)[O-])ccc2Cl)cc(C(F)(F)F)[nH]1
  1	7

# Grouped by structure, those above with a CF3 group (3)
# Values run as follows: esBAF inh	RAD54 inh
CCc1nnc(NC(=O)c2ccc(-c3cccc(C(F)(F)F)c3)o2)s1
  -9	-13
O=C(NCCn1c(C(F)(F)F)nc2cc(C(F)(F)F)ccc21)[C@H]1CCCN1c1nc(CN2CCCCC2)cs1
  5	-2
O=c1nc(/C=C/c2cc([N+](=O)[O-])ccc2Cl)cc(C(F)(F)F)[nH]1
  1	7

# (next part)
# Values run as follows: esBAF inh	RAD54 inh
CCC(NC(=O)c1ccc([N+](=O)[O-])cc1[N+](=O)[O-])c1ccccc1 (centres undefined)
  -5	-15
CCCc1ccc(-c2cc(C(=O)NN3CCOCC3)c3ccccc3n2)cc1
  34	3
Cc1cccc(C(=O)O/N=C2/CC3CCC2(C)C3(C)C)c1 (centres undefined)
  8	4
N#C/C(=C1\CCCN1)c1nc(-c2ccccc2)cs1
  28	-6
CC(=O)NCCOc1cccc2ccccc12
  1	-4
COc1ccc(C2=NN(C(=O)c3cccc([N+](=O)[O-])c3)C(c3cccc([N+](=O)[O-])c3)C2)cc1 (centres undefined)
  7	-5
Cc1cc(NC(=O)CSc2nc3ccccc3c(=O)n2CCCC(=O)NCc2ccccc2)n[nH]1
  0	1
C=CCNc1nc(N(c2ccccc2)c2ccccc2)nc(-n2ccnc2)n1
  -3	-12
CCCC(=O)N(CCc1ccccc1)Cc1nc2ccccc2c(=O)[nH]1
  1	4
CCOCCCNC(=O)C(c1ccc(C)cc1)N(Cc1ccc2c(c1)OCO2)C(=O)c1cnccn1 (centres undefined)
  -12	4
CC(C)C(OC(=O)c1ccco1)C(=O)NCc1cccs1 (centres undefined)
  5	-4
CCOC(=O)Cc1csc(NC(=O)c2ccc(S(=O)(=O)N3CCCCC3)cc2)n1
  7	1
CCOC(=O)COc1nc(OC)nc(N2CCOCC2)n1
  1	-10
COc1ccc(C2C=C(C)Nc3nc(SC)nn32)cc1 (centres undefined)
  7	20
O=C(CSc1nnc(-c2ccncc2)n1CC1CCCO1)NCc1ccccc1 (centres undefined)
  -2	-11
O=C(CC1CCCC1)Nc1nnc(C2CC2)s1
  19	7
O=C(c1cccc(S(=O)(=O)N2CCOCC2)c1)N1CCCC1
  -4	8
Cc1ccc(Nc2nc3c(s2)CCC3)c(C)c1
  9	-8
Cc1ccc(-n2nc(C)c3c2OC(N)=C(C#N)C3c2ccncc2)cc1 (centres undefined)
  -5	-5
O=C(CSc1nc2ccc(Cl)cc2[nH]1)c1ccc2c(c1)OCO2
  8	-2
Cc1nnc(C)n1/N=C/c1ccc2c(c1)OCCO2
  -9	-27
COc1ccc(NC(=O)C(=O)NCC(c2ccco2)N2CCc3ccccc32)cc1 (centres undefined)
  4	-2
CCOc1ccccc1NC(=O)COn1nnc2ccc(Cl)cc21
  -1	3
O=C(NCC1CCCO1)C1CCC(=O)N1CCc1ccccc1 (centres undefined)
  -5	5
COCOc1ccc(-c2cc(=O)c3c(OCOC)cc(OCOC)cc3o2)cc1
  21	0
CCCN(CCO)Cc1ccc(Cl)c(Cl)c1
  17	0
N/C(=N\OS(=O)(=O)c1ccccc1)c1ccncc1
  5	-3
Nc1nnc(SCC(=O)N2CCN(c3cccc(Cl)c3)CC2)n1-c1ccccc1
  3	-1
Cc1ccc(S(=O)(=O)n2c(CN3CCCC(C)C3)nc3ccccc32)cc1 (centres undefined)
  4	1
O=C(C1CCN(C2CC(=O)N(Cc3ccccc3)C2=O)CC1)N1CCCCCC1 (centres undefined)
  -1	-5
CCN(CC)C(=O)Cn1cnc2ccccc2c1=O
  -2	-14
CC(C)N1CCc2c(sc(NC(=O)c3ccc(S(=O)(=O)N4CCOCC4)cc3)c2C#N)C1
  13	-25
O=C(NC(=O)c1ccc(Cl)cc1)Nc1cc(N2CCCCC2)ncn1
  -1	-5
CC(=O)N(Cc1cc2c(C)cc(C)cc2[nH]c1=O)C1CCCCC1
  6	6
Cc1ccc(O)c(NC(=O)c2ccco2)c1
  18	4
COC(=O)Oc1c(Br)c(=O)oc2ccccc12
  5	-9
Cc1ccc(-n2nc3c(c2NC(=O)c2ccc4c(c2)OCO4)CSC3)c(C)c1
  -10	-4
CN(C)C(=O)c1ccccc1Sc1ccc(Cl)cc1Cl
  9	-5
CC(C)C(NC(=O)c1ccc(Cl)cc1)C(=O)NC1=NCCS1 (centres undefined)
  -1	3
COc1ccccc1C1C=C(c2ccc(Cl)cc2)Nc2nc(N3C(=O)CCC3=O)nn21 (centres undefined)
  -7	-8
CCC(C)C(NC(=O)C(N)CC(C)C)C(=O)NC(CCC(=O)OCc1ccccc1)C(N)=O (centres undefined)
  -4	-13
Cn1c(CN2CCCCC2)nc2cc(NC(=O)c3ccc(Cl)cc3)ccc21
  ?	-5
Cc1nnc(NCCc2ccccc2)n(N)c1=O
  -5	0
Cc1ccc(N2CCN(C(=O)c3nn(C)c4c3CS(=O)(=O)c3ccccc3-4)CC2)c(C)c1
  8	-5
CCOC(=O)c1c(C)[nH]c(C)c1C(=O)CSc1nc(N)cc(N)n1
  6	-2
COc1cccc(NC(=S)NNC(=O)c2c([N+](=O)[O-])c(C)nn2C)c1
  -9	4
COCc1[nH]nc2c1C(C1C=CCCC1)C(C#N)=C(N)O2 (centres undefined)
  4	1
CCCC(=O)N1CCN(S(=O)(=O)c2cc(Cl)ccc2OC)CC1
  3	1
Cc1ccc(OCC(=O)N2CCN(C(=O)c3cccs3)CC2)cc1
  -9	-5
C=CCn1c(SCC(=O)OCC)nc2cc(C(=O)NCc3ccco3)ccc2c1=O
  1	9
Cn1c(SCC(=O)Nc2ccc3c(c2)OCCO3)nnc1-c1ccco1
  -6	-6
CC1CCCCC1NC(=O)CSc1nncs1 (centres undefined)
  -8	-9
CCOC(=O)c1oc2ccc(Br)cc2c1CSc1nnc(C)s1
  1	3
CC(C)Cn1cc(C(=O)N2CCOCC2)c2c3ccccc3n(C)c2c1=O
  0	5
O=C(CSc1ncnc2c1nnn2Cc1ccccc1F)N1CCN(c2ccccc2)CC1
  -10	2
CC(=O)c1ccc(-n2nnnc2SCC(=O)N2CCN(C(=O)c3ccco3)CC2)cc1
  -9	4
CCOC(=O)N1CCC(NC(=O)c2ccc3nc(N4CCOCC4)sc3c2)CC1
  0	8
CCN(CC)c1nc(-c2cccc(OC)c2O)nc2ccccc12
  -10	0
O=C(c1cc2cc(Br)ccc2oc1=O)N1CCN(c2ccccn2)CC1
  2	-2
COc1ccccc1Nc1nnc(SCC(=O)Nc2cc(C)on2)s1
  2	1

# Next section.
# Values run as follows: esBAF inh	RAD54 inh
Cc1cnc(C(=O)OCC(=O)N2c3ccccc3NC(=O)C2(C)C)cn1
  -7	-12
CCc1cc(C(=O)NNC(=S)Nc2ccccc2C)cs1
  ?	11
Cc1ccc(-c2cc(C(=O)N/N=C/c3c(C)nn(C)c3C)c3ccccc3n2)c(C)c1
  3	-15
OC1(c2ccccc2F)CCN(Cc2nnnn2CCc2ccccc2)CC1
  -4	0
Cc1cc(C)nc(SCC(=O)Oc2ccc3oc(=O)cc(C)c3c2)n1
  12	-9
COC(=O)c1cccc(NC(=O)c2cnoc2C)c1
  -7	5
O=C1CC(N(Cc2ccc3c(c2)OCO3)C(=O)Nc2ccc(F)cc2)C(=O)N1c1ccccc1 (centres undefined)
  2	3
C=CCN(c1ccc(C(=O)NC(C)C)cc1)S(C)(=O)=O
  -2	9
Cc1cccc(NC(=O)C2CC(=O)N(c3ccccc3)C2)c1C (centres undefined)
  7	4
CSc1nc(C)cc(OCNC(=O)c2cccs2)n1
  -5	10
Cc1cc(C)c2c(CN3CCN(Cc4ccc5c(c4)OCO5)CC3)cc(=O)oc2c1C
  -33	3
Cc1cc(OC(C)C(=O)N(Cc2ccco2)C2CCS(=O)(=O)C2)ccc1Cl (centres undefined)
  15	7
CC(=O)Nc1ccc(S(=O)(=O)Nc2ncccn2)cc1
  -10	-1
CC1CCN(S(=O)(=O)c2cn(CC(=O)N3CCN(c4cccc(C(F)(F)F)c4)CC3)cn2)CC1
  -1	-2
CCN(CC)C(=O)C1CCCN(C/C=C/c2ccccc2)C1 (centres undefined)
  3	-6
COCCN1CC(O)=C(c2nc3ccccc3c(=O)[nH]2)C1=N
  9	-12
CCNC(=O)COC(=O)COc1ccc(Cl)cc1C
  -8	3
COc1cccc(Nc2nc3ccccc3nc2NS(=O)(=O)c2cccs2)c1
  -1	-4
Cc1cc2c(cc1C)CSC(c1ccccc1O)SC2
  -1	-1
CCCc1c(O)c2ccccc2n(-c2ccccc2)c1=O
  -5	1
Cc1cc(N2CCOCC2)c(F)cc1C(=O)c1ccccc1
  -1	-4
COc1ccc(NCC(=O)Nc2ccccc2C#N)cc1Cl
  8	8
CN1CCc2c(sc3c2c(=O)n(-c2ccccc2)c2nnc(SCc4ccc(Cl)cc4)n32)C1
  7	10
Cc1ccc(C(=O)CSc2nnc(-c3ccccc3)o2)cc1
  1	-12
COc1ccccc1NC(=O)CSc1nnc(CNC(=O)COc2ccc(Cl)cc2)o1
  -8	2
CCC(C)(C)NC(=O)CN(C(=O)c1snc(C(N)=O)c1N)c1ccc(OC)c(OC)c1
  2	6
Cc1cccc(C)c1OCc1nnc(SCC(=O)NCCc2ccccc2)o1
  -2	3
Cc1noc(C)c1S(=O)(=O)N1CCCC(C(=O)NCCc2ccc(Cl)cc2)C1 (centres undefined)
  6	-2
Cc1cccc(C(C)C)c1NC(=O)c1cccnc1
  0	-5
CCN(CC(=O)Nc1cc(C)nn1-c1nc(C)cc(C)n1)Cc1ccccc1
  10	-1

# Screening results: PubChem BioAssay, Broad Institute

# Only part of the results is shown (hit frequency here may not be typical).
